FUS suppressor: suppressors of FUS proteinopathy in yeast; S. cerevisiae FUS-expressing, growth rescue, OD600, 24 h; Potency, µM (series often up to 76.6 µM), without a hit: at the highest dose growth rescue (activation), most hits filed as activators; 390,000 tested, 0.24% active; AID 1347120;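 also: plate controls were DMSO vehicle for no effect and reference control for full effect; nearly all actives have a fitted effect of over 55% in size; some results filed as inactive show a strong effect at the top dose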
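Yeast FUS proteinopathy model; galactose-induced FUS (2%), starting OD 0.005. Cpds in dilution series, 24hr, 30C, 99% humidity. Abs 600 nm growth. Pos ctrl CP55940 (top 92uM final); neg ctrl DMSO.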
Abeta yeast res: restores growth of yeast expressing A-beta42 peptide; yeast expressing A-beta42, growth rescue, OD600, 48 h; response scale: 0% DMSO, 100% iron-clioquinol control; Potency, µM (titrated, usually from 46.1 µM), for the others: top-dose growth rescue, most hits filed as activators; 410,000 tested, 0.063% active; also: nearly all actives have a fitted effect of over 55% in size
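Growth rescue measured by 600 nm absorbance after 48 h yeast culture at 30 C with compound. Values normalized between DMSO and an equimolar ferric chloride plus clioquinol control.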
Numbers without * were called inactive; u = inconclusive. Calls follow the shape of the dose curve; as a rule, active = well fitted activation curve with a large enough effect; inconclusive = small, poorly fitted or top-dose-only effect; inactive = no such curve, though single readings can be large or run the other way. Potency is read from the fitted curve at half-maximal effect. A portion of the library; rates above refer to the full screens.

Values run as follows: FUS suppressor, Abeta yeast res
Cc1cc(N2CCC(C)CC2)nc2ccc(NC(=O)/C=C/c3cccc(Cl)c3)cc12
  1%, -6%
COc1cccc(Nc2ccc3cc(S(=O)(=O)N4CCC(C)CC4)ccc3n2)c1
  24%, 23%
CCn1c(=O)n(-c2ccc3c(c2)OCO3)c2nc(-c3cccc(OC)c3OC)nc(C(N)=O)c21
  -16%, -6%
Cc1ccc(NC(=O)c2c(C)oc3c2C2=NCCN2C=N3)cc1F
  -7%, -18%
O=C(Nc1cccc(-c2nc3ccccc3o2)c1)c1ccc(-c2ccc(Br)cc2)o1
  -23%, 14%
CCc1ccc(-n2nc3cc(C)c(NC(=O)c4cc(Cl)ccc4OC)cc3n2)cc1
  1%, -14%
O=C(CN1CCN(C2CCCCC2)C(=O)C1=O)Nc1ccc(Cl)cc1
  -19%, -17%
Cc1ccc(N2CC(NC(=O)CCCc3ccccc3)CC2=O)cc1 (stereo not drawn)
  31%, 17%
COc1ccccc1-c1nnc(C2CCN(C(=O)c3cccc(C)c3)CC2)o1
  -1%, -3%
Cc1ccc(NC(=O)CN(C)S(=O)(=O)c2ccc3c(c2)n(C)c(=O)c(=O)n3C)cc1C
  5%, 5%
CC(C)n1c(SCC(=O)c2ccc(F)cc2)nc2c(sc3ccccc32)c1=O
  -27%, 4%
COc1ccc(-n2ncc(C(=O)N3CCN(C(=O)c4ccco4)CC3)c2C2CCN(C(=O)OC(C)(C)C)CC2)cc1
  -1%, -12%
CC(=O)Nc1nonc1-c1nnc(SCc2ccc(F)cc2Cl)n1C
  -19%, 1%
O=C(CCC1CCCC1)N1CCc2c([nH]c3ccccc23)C1c1ccc(Cl)cc1 (stereo not drawn)
  25%, -12%
CCc1ccccc1NC(=O)C1CCN(c2nc3ccccc3[nH]2)CC1
  0%, -4%
CC(C)CCn1c(=O)c2cccnc2n(CC(=O)Nc2ccccc2F)c1=O
  -2%, -16%
COc1ccc(NC(=O)c2nc(-c3ccc(C)cc3)n3c2CCCCC3)cc1
  37%, -5%
CCCCNC(=O)CCSc1nc(-c2ccc3c(c2)OCO3)cc(C(F)(F)F)n1
  -14%, -4%
Cc1cccn2c(=O)c(C(=O)NC(C)c3ccccc3)c(O)nc12 (stereo not drawn)
  1%, -14%
COc1cccc(C2=CC(c3ccc(OC)c(OC)c3OC)n3ncnc3N2)c1 (stereo not drawn)
  12%, 2%
CN1C(=O)c2ccccc2Sc2ccc(NC(=O)NCc3ccccc3Br)cc21
  -5%, -6%
O=C(C1COc2ccccc2O1)N(Cc1cccnc1)c1nc2c(F)cc(F)cc2s1 (stereo not drawn)
  -5%, 0%
CC1CCN(C(=O)Cn2cc(SCc3ccccc3)c3ccccc32)CC1
  23%, 13%
Cc1cc(C(=O)NCc2ccccc2C)c2c(C)nn(-c3cccc(F)c3)c2n1
  0%, -3%
CCn1c(=O)cc(OCC(=O)Nc2cc(OC)c(OC)c(OC)c2)c2ccccc21
  9%, -10%
CC1CCCCN1S(=O)(=O)c1cc2c3c(c1)CC(=O)N3CCC2 (stereo not drawn)
  u, -11%
Clc1ccc(Nc2c(-c3ccccc3Cl)nc3ccc(Cl)cn23)cc1
  8%, -19%
Cc1ccc(CCNC(=O)c2ccc3c(c2)N(Cc2ccc(F)cc2)CCS3)cc1
  11%, -3%
CCOC(=O)c1c(C)n(-c2ccccc2)c2ccc(OC(=O)c3cccc(C)c3)cc12
  7%, 0%
Cc1ccccc1NC(=O)CSc1nc(-c2ccc(F)cc2)c2cccc(C)c2n1
  -21%, -23%
CCC(CC)c1nn2c(=O)cc(COc3ccc(NC(=O)c4ccc(Cl)cc4)cc3)nc2s1
  -33%, -7%
Cc1c(C(=O)NCc2ccccc2)oc2ccc(S(=O)(=O)N3CCC(C)CC3)cc12
  -17%, 8%
Cc1ccc(-c2noc(CN(C3CCCCC3)S(=O)(=O)c3ccc(Cl)cc3)n2)cc1
  -20%, -5%
O=C1c2[nH]nc(-c3ccccc3O)c2C(c2ccccc2F)N1Cc1cccnc1 (stereo not drawn)
  -17%, -22%
Cc1ccc(C(=O)NC2(C(F)(F)F)C(=O)Nc3c2c(=O)[nH]c(=O)n3CCc2ccccc2)cc1 (stereo not drawn)
  10%, -15%
CCOC(=O)C1CCN(C(=O)c2ccccc2NC(=O)c2nsc3ccccc23)CC1
  u, -23%
COc1ccc(S(=O)(=O)NCCc2sc(-c3cccc(F)c3)nc2C)cc1
  26%, -8%
CCOc1ccc(N2CC(NC(=O)c3ccco3)CC2=O)cc1 (stereo not drawn)
  -2%, -4%
Cc1ccc(C)c(NC(=O)N2CCN(c3nnc(C)c4c(C)n(-c5ccccc5)nc34)CC2)c1
  -9%, -8%
N#C/C(=C\c1cccc(F)c1)c1nc(-c2cc3c(ccc4ccccc43)oc2=O)cs1
  -2%, -16%
CC(=O)Nc1ccc(S(=O)(=O)N2CCC(n3c(C)nc4cccnc43)CC2)cc1
  -8%, -18%
CC1=C(C(=O)Nc2ccc(C)cc2C)C(CC(C)C)n2nc(SCc3ccccc3C)nc2N1 (stereo not drawn)
  -14%, -4%
COc1ccc(C2(Nc3cccc(F)c3)C(=O)c3ccccc3C2=O)cc1
  23%, u
CCOc1ccc(NC(=O)CSc2nnc3c(C)cc4ccccc4n23)cc1
  -20%, -4%
Cc1ccc(S(=O)(=O)c2nnn3c2nc(N2CCN(c4ccccc4F)CC2)c2ccccc23)cc1C
  -2%, -7%
COc1ccc(OC)c(CNC(=O)CN(c2ccc(C)cc2)S(=O)(=O)N(C)C)c1
  -12%, -10%
CCC(Sc1nc2ccccc2c2nc(CCn3c(C)nc4ccccc43)nn12)C(=O)Nc1ccc(F)cc1 (stereo not drawn)
  -23%, -6%
CC1=C(C(=O)Nc2ccc(Cl)cc2)C(c2cccs2)n2nc(SCc3cccc(C)c3)nc2N1 (stereo not drawn)
  -6%, -5%
Cc1ccc(NC(=O)CSc2ncc(-c3ccccc3)[nH]2)cc1
  16%, -1%
Cc1ccc(S(=O)(=O)C(CNC(=O)C(=O)NCCc2ccccc2)c2ccco2)cc1 (stereo not drawn)
  13%, -16%
COc1ccc(Cl)cc1Nc1cc(C)nc2nc(-c3ccccc3C)nn12
  -3%, -7%
CCCn1c2ccccc2c2cnn(CC(=O)NCCc3ccc(C)cc3)c(=O)c21
  13%, -12%
CC(C)CCNC(=O)Cn1nc(N2CCN(c3ccccc3)CC2)ccc1=O
  23%, -6%
CCOc1ccc(CNC(=O)c2ccc3c(c2)sc2nc(-c4ccccc4)cn23)cc1
  -8%, -5%
O=C(NCc1ccc2c(c1)CCN2C(=O)c1ccncc1)c1ccccc1Br
  16%, 18%
CCc1ccc(NC(=O)Cn2ccn(Cc3ccccc3OC)c(=O)c2=O)cc1
  15%, 14%
CCc1cc(C(=O)NCc2ccccc2)no1
  8%, 0%
COc1ccc(C)cc1NC(=O)C1CCN(S(=O)(=O)c2ccc3[nH]c(=O)oc3c2)CC1
  -8%, -1%
Cc1ccc(CCNC(=O)c2ccc(CS(=O)(=O)Cc3cccc(C)c3)o2)cc1
  -3%, 4%
CC(=O)N1c2ccccc2CC1C(=O)N1CCN(c2cccc(C)c2C)CC1 (stereo not drawn)
  41%, -8%

In another format: entries from further up.
structure	FUS suppressor	Abeta yeast res
N#C/C(=C\c1cccc(F)c1)c1nc(-c2cc3c(ccc4ccccc43)oc2=O)cs1	-2%	-16%
CC(=O)Nc1ccc(S(=O)(=O)N2CCC(n3c(C)nc4cccnc43)CC2)cc1	-8%	-18%
CC1=C(C(=O)Nc2ccc(C)cc2C)C(CC(C)C)n2nc(SCc3ccccc3C)nc2N1 (stereo not drawn)	-14%	-4%
COc1ccc(C2(Nc3cccc(F)c3)C(=O)c3ccccc3C2=O)cc1	23%	u
CCOc1ccc(NC(=O)CSc2nnc3c(C)cc4ccccc4n23)cc1	-20%	-4%
Cc1ccc(S(=O)(=O)c2nnn3c2nc(N2CCN(c4ccccc4F)CC2)c2ccccc23)cc1C	-2%	-7%

(next part)
Values run as follows: FUS suppressor, Abeta yeast res
O=C(CSc1nc2ccccc2n1Cc1ccc(F)cc1)N1CCN(c2ccc(F)cc2)CC1
  4%, -7%
CCN(CC)S(=O)(=O)c1ccc(NC(=O)[C@H](CCSC)N2Cc3ccccc3C2=O)cc1
  41%, 6%
CCOC(=O)c1cnc2ccc(OCC)cc2c1NCCc1ccc(OC)c(OC)c1
  -11%, -8%
COc1ccc(Cn2c(CNS(=O)(=O)c3ccc(C)c(C)c3)nc3cccnc32)cc1
  24%, -3%
COc1ccc(OC)c(CCNC(=O)CCCn2c(=O)c3cccn3c3cccnc32)c1
  -27%, -9%
O=S(=O)(Nc1ccccc1C(F)(F)F)c1ccc(N2CCCCS2(=O)=O)cc1
  -6%, -20%
Cc1cccc(NC(=O)Cn2c(=O)n(Cc3ccccc3)c(=O)c3sc4ccccc4c32)c1
  3%, -10%
CCN(CCN(C)C)C(=O)Cn1ncc2c([nH]c3ccc(C)cc32)c1=O
  -21%, -9%
Cc1ccccc1Cn1nnc2c(=O)[nH]c(C3CCN(C(=O)c4ccccc4)CC3)nc21
  13%, -12%
O=C1C(c2ccc(F)cc2)N(CCc2ccccc2)C(=O)CN1C1CCCCC1 (stereo not drawn)
  3%, -8%
CCC(=O)N1CCc2cc(S(=O)(=O)NC(C(=O)NCc3ccccc3Cl)C(C)C)ccc21 (stereo not drawn)
  0%, -11%
O=C(Nc1cccc(C(=O)OCc2cc(=O)n3c4c(sc3n2)CCCC4)c1)c1cccc(F)c1
  u, -16%
CCc1nnc2c3ccccc3nc(Nc3ccc(C(C)=O)cc3)n12
  7%, -5%
Cc1ccc(-n2c(=O)c3oc4ccccc4c3n(CC(=O)Nc3ccccc3)c2=O)cc1C
  19%, 7%
O=c1c2oc3ccccc3c2n(Cc2ccccc2F)c(=O)n1Cc1ccc2c(c1)OCO2
  -28%, -9%
Cc1ccc(-n2nc(CO)c(C(=O)NCc3cccs3)n2)cc1
  1%, -1%
O=C(Cc1ccc(NC(=O)N2CCCCc3ccccc32)cc1)NCc1ccccc1
  20%, 4%
COc1cccc(CNC(=O)c2c(C)oc3ncnc(N4CCOCC4)c23)c1
  -9%, -9%
CC1CCN(S(=O)(=O)c2cc(C(=O)N3CCN(c4cccc(Cl)c4)CC3)n(C)c2)CC1
  u, 7%
Cc1ccc(-n2c(=O)c3c(c4cc(C)ccc4n3C)n(Cc3ccc(F)cc3)c2=O)cc1
  -26%, -17%
COc1ccc(N2CCN(CCCNC(=O)c3ccc4nc(Cc5ccccc5)oc4c3)CC2)cc1
  5%, -5%
O=S(=O)(Nc1cc(F)ccc1F)c1ccc2[nH]c3c(c2c1)CCCCC3
  -13%, -26%
COc1ccc(NC(=O)Cn2c(=O)n(-c3cccc(C)c3)c(=O)c3c2c2cc(C)ccc2n3C)cc1Cl
  19%, -10%
O=C(Nc1ccccc1C(F)(F)F)C1CCN(S(=O)(=O)Cc2ccccc2)CC1
  -6%, -10%
CCc1ccc(CNC(=O)c2cc3ccccn3n2)cc1
  3%, 9%
CCc1c(C)nc2nncn2c1NCc1ccc(Cl)cc1
  -12%, 1%
Cc1ccc(OCC(=O)Nc2ccc3nc(SCC(=O)N4CCc5ccccc54)sc3c2)cc1
  11%, 1%
COC(=O)c1cc2oc(C)cc2n1Cc1ccc(Br)cc1F
  1%, -23%
CCOc1cc(C(=O)OCc2cc(=O)n3c(C)csc3n2)cc(OCC)c1OCC
  31%, -7%
CCN(C(=O)c1cc2c(Cl)nc3ccccc3c2s1)c1cccc(Cl)c1
  -14%, -2%
Cc1ccc(-n2nc(C(=O)N(C)c3ccccc3Cl)c3c4ccccc4n(C)c3c2=O)cc1
  -1%, -3%
CC(=O)N(Cc1cccnc1)c1nc2ccc(F)cc2s1
  -19%, -9%
COc1cc(OC)cc(C(=O)NCC(c2cccs2)S(=O)(=O)c2ccc(F)c(C)c2)c1 (stereo not drawn)
  18%, -16%
COC(=O)c1ccc2c(=O)n(CCCCCC(=O)NCCc3ccccc3)c(=O)[nH]c2c1
  u, -32%
Cc1c(C(=O)N(Cc2ccc(N(C)C)cc2)Cc2ccco2)oc2cc(Br)ccc12
  0%, -2%
COc1ccc(-c2noc(-c3ccccc3NC(=O)c3cc(OC)c(OC)c(OC)c3)n2)cc1
  -21%, -5%
CC(C)NC(=O)CN1C(=O)COc2ccc(S(=O)(=O)N3CCCCCC3)cc21
  -23%, -3%
Cn1nc(C(=O)N2CCN(c3ccccc3)CC2)c2c1-c1ccccc1SC2
  2%, 9%
O=C(CSc1nc(-c2ccccc2)cn1-c1ccccc1)Nc1ccccc1
  28%, 3%
COc1cc(C2CC(=O)c3c([nH]c(C(=O)OCC4CCCCC4)c3C)C2)cc(OC)c1OC (stereo not drawn)
  6%, -11%
O=c1oc2ccc(F)cc2cc1-c1nc(-c2cccs2)no1
  -18%, -17%
CCOC(=O)c1cccc(NC(=O)c2cnc3sc(N4CCOCC4)nn3c2=O)c1
  -17%, -13%
COc1cc(CNCCSc2nnnn2C)ccc1OCc1ccccc1C
  12%, 1%

Source: PubChem BioAssay (National Center for Advancing Translational Sciences (NCATS))
